High-throughput results from PubChem BioAssay.
CTSL1 counter: cathepsin L1 inhibition, PFM18AAP counter-screen. recombinant F. hepatica cathepsin L1, Z-Leu-Arg-MCA fluorescence. inhibition, % at 5.96 µM. actives 0.49% (n = 300,000). AID 1906;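 active = inhibition above the mean of all tested compounds plus 3 SD, set per screening campaign, cut at about 17% in these data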;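 note: 0% = plate median of test compound wells and 100% = 1 µM Z-Phe-Ala-diazomethylketone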
PP1 inh: blocks human PP1-alpha phosphatase, a PP5 counter-screen; purified PP1alpha, OMFP fluorescence; inhibition, % at 6.7 µM; actives 0.9% (n = 320,000); AID 2235;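 active = inhibition above the mean inhibition of all tested compounds plus 3 SD, computed separately for each screening campaign, cut at about 15% in these data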
core dimer inh: blocks dimerization of HCV core protein | TR-FRET GST/Flag-core106 dimerization, 1536-well | actives 0.33% (n = 300,000) | inhibition, % at 5 µM;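 active = inhibition above the mean of all tested compounds plus 3 SD, set per screening campaign, cut at about 45% in these data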
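Assay system: GST-tagged and Flag-tagged HCV core protein residues 1-106 / Times: compound-protein-antibody incubation 4 h at 22.5 °C / Signal: time-resolved FRET, ex 340 nm, em 617 and 671 nm / Evaluation: % inhibition based on acceptor/donor emission ratio / Benchmarks: wells lacking GST-core106 and wells with excess unlabelled core106 / Repeats: singlicate, one well per compound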
Efflux pump mplx: blocks antifungal efflux pumps in multiplex yeast assay. inhibition, % at 10 µM. actives 0.44% (n = 330,000). AID 485275. S. cerevisiae Candida pump triplex, Nile Red efflux;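 active = plate passing quality check with inhibition over a set limit, or well fluorescence over plate mean plus 4 SD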;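 note: Nile Red retained in pooled yeast measured as flow cytometry median fluorescence; 0% = buffer negative control and 100% = Enniatin B positive control; higher means more Nile Red kept so more efflux inhibition; some compounds called inactive have numbers as strong as hits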
EBNA-1 inh: blocks EBNA-1 binding to DNA | EBNA-1 DNA binding, fluorescence polarization | inhibition, % at 14.8 µM | actives 0.34% (n = 300,000); in the data active = inhibition above about 28%
TPT1 inhibitor: blocks Candida albicans tRNA 2'-phosphotransferase. actives 0.81% (n = 300,000). recombinant caTPT1, FP RNA substrate dephosphorylation. inhibition, % at 5 µM;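 active = inhibition above the mean of all tested compounds plus 3 SD, set per screening campaign, cut at about 24% in these data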;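 note: plate controls were DMSO alone for no effect and ferristatin control at 100 nM for full effect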
PREPL inh: inhibits the human prolyl oligopeptidase-like enzyme | recombinant PREPL, fluorescence polarization activity-based probe | inhibition, % at 5.96 µM | AID 2751 | actives 0.68% (n = 320,000); in the data active = inhibition above about 43%;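 note: 0% = enzyme with DMSO and 100% = wells lacking enzyme; many of its hits are not listed in these tables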
Target sequence (Q4J6C6 whole entry, looked up): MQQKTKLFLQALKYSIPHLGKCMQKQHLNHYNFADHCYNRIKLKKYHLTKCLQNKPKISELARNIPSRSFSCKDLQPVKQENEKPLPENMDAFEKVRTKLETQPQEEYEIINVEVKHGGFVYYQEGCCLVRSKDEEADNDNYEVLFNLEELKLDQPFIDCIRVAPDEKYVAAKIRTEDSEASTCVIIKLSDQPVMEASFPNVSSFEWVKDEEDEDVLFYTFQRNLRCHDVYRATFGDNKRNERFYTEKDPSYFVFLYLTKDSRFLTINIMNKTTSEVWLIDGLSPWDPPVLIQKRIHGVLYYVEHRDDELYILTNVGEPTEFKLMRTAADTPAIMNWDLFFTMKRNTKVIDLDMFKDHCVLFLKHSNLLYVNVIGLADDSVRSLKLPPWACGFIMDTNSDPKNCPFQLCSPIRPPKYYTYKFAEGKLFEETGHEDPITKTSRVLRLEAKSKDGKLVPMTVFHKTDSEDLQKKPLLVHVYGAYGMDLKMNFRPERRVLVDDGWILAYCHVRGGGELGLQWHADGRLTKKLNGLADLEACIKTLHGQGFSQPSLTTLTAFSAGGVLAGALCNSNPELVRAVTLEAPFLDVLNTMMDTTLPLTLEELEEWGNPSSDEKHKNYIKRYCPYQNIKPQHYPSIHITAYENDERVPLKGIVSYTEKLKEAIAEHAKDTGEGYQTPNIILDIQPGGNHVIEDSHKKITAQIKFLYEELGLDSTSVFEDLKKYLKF
ZTA DNA inh: blocks Epstein-Barr virus ZTA, an EBNA-1 counter-screen; P03206; ZTA-DNA binding, fluorescence polarization; inhibition, % at 11 µM; actives 0.15% (n = 320,000); in the data active = inhibition above about 33%
Target sequence (P03206 whole entry, looked up): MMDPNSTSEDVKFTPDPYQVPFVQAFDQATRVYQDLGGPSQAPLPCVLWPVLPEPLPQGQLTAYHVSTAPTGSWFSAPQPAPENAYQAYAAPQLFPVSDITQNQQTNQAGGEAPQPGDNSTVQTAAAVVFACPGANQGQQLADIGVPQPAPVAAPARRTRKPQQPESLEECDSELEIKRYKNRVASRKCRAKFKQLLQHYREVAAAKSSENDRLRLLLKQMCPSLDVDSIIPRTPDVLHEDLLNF
PP5 inh: inhibitors of human protein phosphatase 5 (PP5); purified PP5c, OMFP substrate fluorescence; P53041; actives 0.18% (n = 320,000); inhibition, % at 6.7 µM;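 active = inhibition above the campaign's mean inhibition across all tested compounds plus 3 SD, cut at about 9.5% in these data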;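 note: 0% = DMSO only and 100% = 100 µM cantharidin control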
* hit, by the source's call; x = no result given. A portion of the library. The share of hits here may be higher or lower than overall.

SMILES	CTSL1 counter	PP1 inh	core dimer inh	Efflux pump mplx	EBNA-1 inh	TPT1 inhibitor	PREPL inh	ZTA DNA inh	PP5 inh
COc1ccc(NC(=O)CSc2ccccc2)c(OC)c1	1	1	2	0.1	1	1	1	-1	1.5
CCCNC(=O)CSc1nnc(-c2ccco2)n1C	1	-5	-1	-0.1	-1	-4	2	2	-1.9
Cc1ccc(SCC(=O)NCc2ccccc2)cc1	7	1	11	0.1	9	-2	3	-2	-0.6
O=C(Nc1ccccc1N1CCOCC1)C1CCCCN1S(=O)(=O)c1ccccc1 (stereo not drawn)	0	0	1	0.6	-5	3	3	-11	0.5
COc1ccc(C(=O)Nc2ccccc2C(=O)Nc2ccncc2)cc1	0	-1	-14	-0.2	-5	2	-6	-15	2.3
O=C(NCC1CCCO1)C1CCCN1C(=O)NC1CCCCC1 (stereo not drawn)	1	2	-6	0.0	5	0	-6	-13	0.0
COc1ccc(N(C(=O)C(C)C)S(=O)(=O)c2ccc(Cl)cc2)cc1	-2	-7	-5	-0.2	3	3	12	-1	2.7
C/C(=N\OCC(=O)OCC(=O)NCc1ccccc1)c1ccc2c(c1)OCO2	-8	-4	0	0.0	-5	-1	-4	2	0.4
COc1ccc(Cl)cc1NC(=O)NCc1cccnc1	-1	-2	2	-0.2	11	-5	10	6	-0.7
Cc1ccc(/C=N/NC(=O)c2ccc(NC(=O)c3ccccc3Cl)cc2)o1	1	4	6	0.2	3	-3	-3	12	1.4
O=C1CNC(=O)/C(=C\c2ccccc2)N1	-2	2	8	0.2	9	-4	-1	-6	0.9
CC(=O)c1cccc(NC(=S)NC(=O)c2ccc(C)cc2)c1	2	3	10	-0.2	2	-6	-3	12	4.5
COc1ccc(S(=O)(=O)N2CCN(C(=O)c3cnc(C)cn3)CC2)cc1	-3	-5	2	0.2	9	1	-9	5	-0.4
O=C(COC(=O)C1CC2C=CC1C2)NCc1ccc(F)cc1 (stereo not drawn)	4	0	-11	-0.6	6	-5	5	1	-1.2
COc1ccc(/C=N/NC(=O)c2nc(-c3ccccc3)cc(-c3ccccc3)n2)cc1	-3	-1	38	0.1	10	-2	1	16	5.2
COC(=O)C1=C(C(=O)OC)SC2(S1)C(C(=O)OC)=C(C(=O)OC)SC1=C2c2cc(C)cc(C)c2NC1(C)C	3	-2	5	0.2	-11	-2	2	-4	0.8
CC(=O)c1ccc(N2CCN(S(=O)(=O)c3cc(-c4cc(C)no4)ccc3C(C)C)CC2)cc1	3	15	-16	0.1	2	4	-14	6	3.9
CC(/C=N/NC(=O)CSc1nc2ccccc2n1C)=C\c1ccco1	3	1	6	-0.3	3	0	-14	-10	3.4
CC(COc1ccc(C(C)C)cc1)NC(=O)c1ccc(Br)o1 (stereo not drawn)	0	1	-1	-3.1	-2	-1	-3	0	3.2
O=C(NC1CCN(c2ncccn2)CC1)c1c(F)cccc1F	0	-3	7	0.4	4	2	6	1	-1.9
CC(C)COCC1CC2(CC(C)C(=O)CC2=O)C(=O)O1 (stereo not drawn)	-3	-1	0	-0.1	1	-3	12	-4	0.7
CCCCCSc1ncccc1C(=O)O	7	-2	-4	0.3	0	-2	6	6	-0.4
COC(=O)c1ccc2nc(NC(=O)C3CC3)sc2c1	-3	-1	-6	0.1	2	0	2	7	2.8
O=[N+]([O-])c1cccc(S(=O)(=O)c2ccc(N3CCCCC3)c([N+](=O)[O-])c2)c1	-3	4	1	-0.1	6	-6	21	-5	4.7
COc1ccc(OC)c(N/C(N)=N/c2nc(C)cc(C)n2)c1	1	-3	0	0.2	-2	4	9	-14	4.3

An excerpt of these results, in CSV form.
Compound,CTSL1 counter,PP1 inh,core dimer inh,Efflux pump mplx,EBNA-1 inh,TPT1 inhibitor,PREPL inh,ZTA DNA inh,PP5 inh
O=C(NCC1CCCO1)C1CCCN1C(=O)NC1CCCCC1 (stereo not drawn),1,2,-6,0.0,5,0,-6,-13,0.0
COc1ccc(N(C(=O)C(C)C)S(=O)(=O)c2ccc(Cl)cc2)cc1,-2,-7,-5,-0.2,3,3,12,-1,2.7
C/C(=N\OCC(=O)OCC(=O)NCc1ccccc1)c1ccc2c(c1)OCO2,-8,-4,0,0.0,-5,-1,-4,2,0.4

Full records from above. Order of values: CTSL1 counter, PP1 inh, core dimer inh, Efflux pump mplx, EBNA-1 inh, TPT1 inhibitor, PREPL inh, ZTA DNA inh, PP5 inh
Record of COc1ccc(/C=N/NC(=O)c2nc(-c3ccccc3)cc(-c3ccccc3)n2)cc1 → -3, -1, 38, 0.1, 10, -2, 1, 16, 5.2
Record of CCCCCSc1ncccc1C(=O)O → 7, -2, -4, 0.3, 0, -2, 6, 6, -0.4

(next part)
SMILES	CTSL1 counter	PP1 inh	core dimer inh	Efflux pump mplx	EBNA-1 inh	TPT1 inhibitor	PREPL inh	ZTA DNA inh	PP5 inh
O=C(NCc1cccnc1)c1cnc2ccccc2n1	0	-6	-5	0.0	6	-4	12	-6	-1.4
Cc1cc(C)c(C)c(S(=O)(=O)NCc2ccco2)c1C	1	-2	-7	0.0	-3	-7	-8	-4	1.7
CN(CCC#N)C(=O)COC(=O)c1ccc(Cl)c(S(N)(=O)=O)c1	0	-5	2	0.2	-8	1	21	2	2.4
CC(C)CSc1nc2ccccc2[nH]1	-1	-3	-1	0.0	0	2	-15	12	-1.8
O=C(/C=C/c1ccccc1[N+](=O)[O-])N1CCN(C(=O)c2ccco2)CC1	0	-6	-3	0.2	-3	1	0	-2	-1.6
Cc1cc(Cl)ccc1C1=CC(=O)C[C@H](c2ccc(F)cc2)C1	x	-4	x	0.1	x	x	-10	-11	1.2
O=c1cc(N2CCCCC2)c(-c2ccccc2)nn1Cc1ccccc1	0	6	18	0.2	10	2	-7	-4	3.4
CSc1ncc(Cl)c(C(=O)Nc2ccc(S(=O)(=O)N3CCOCC3)cc2)n1	0	-3	0	-0.1	10	-7	-4	-25	-0.2
COc1ccc(-c2nnn(CC(=O)N(CC3CCCO3)C(C(=O)NC(C)(C)C)c3ccco3)n2)cc1OC (stereo not drawn)	2	-3	0	-0.1	3	-1	4	4	-0.2
CCOc1ccc(C(c2c(C)n(C)n(-c3ccccc3)c2=O)c2c(C)n(C)n(-c3ccccc3)c2=O)c(O)c1	-2	-4	-3	0.1	1	1	14	6	1.4
Cc1cccc(OCC(=O)NC2CC(C)(C)NC(C)(C)C2)c1	-5	3	2	-0.1	-7	0	9	8	2.2
O=C1C=C(c2cccc3c2Oc2ccccc2S3)C[C@@H](c2ccc(Cl)cc2)C1	x	12	x	0.2	x	x	-16	7	1.6
C=CCNC(=S)NNC(=O)C(CCCC)CC(O)COCC(C)C (stereo not drawn)	4	-1	-1	0.0	0	1	0	-2	-1.4
O=C(COC(=O)CCN1C(=O)c2cccc([N+](=O)[O-])c2C1=O)NCc1ccccc1	-1	-3	2	0.1	-6	-1	0	13	-3.2
COc1ccc(C2=NN(C(=O)CSc3ncccn3)C(c3ccc(OC)cc3)C2)cc1 (stereo not drawn)	4	5	24	-0.3	0	5	8	-4	2.1
COc1cccc(C(=O)C2CCCN(C(=O)c3ccccc3Cl)C2)c1 (stereo not drawn)	-2	-1	-5	-0.1	8	-3	0	1	-0.8
C/C(=N\NS(=O)(=O)c1ccc(C)cc1)c1cccs1	0	-1	7	0.0	9	-3	-12	16	1.4
COc1ccccc1/C=C/C=N/NC(=O)c1cc(-c2ccco2)[nH]n1	3	9	44	-0.2	-6	5	16	-20	4.4
COc1ccc(C(=O)N/N=C(\C)c2cccc(NC(=O)c3ccc(F)cc3)c2)c(OC)c1	2	-8	13	0.1	-5	5	10	9	2.5
COc1ccccc1CNC(=O)CSc1n[nH]c(N)n1	1	-3	-4	0.0	-10	0	3	-1	-1.3
COc1ccc(S(=O)(=O)N(CCc2ccccc2)CC(=O)NCCCO)cc1	-3	1	2	0.1	0	1	-4	-2	1.9
COc1cc(-c2[nH]nc3c2C(c2ccco2)C(C#N)=C(N)O3)cc(OC)c1OC (stereo not drawn)	4	-1	-4	-0.3	-6	-2	0	-19	3.7
COC(=O)CNC(=O)Cn1cnc2sc(C)c(S(=O)(=O)N3CCN(c4ccccc4OC)CC3)c2c1=O	-3	-3	10	-0.1	10	-4	1	-3	-0.3
C=CCn1c(CNc2ccc(C)cc2)nnc1SCC(=O)N/N=C/c1ccc(O)cc1	5	1	7	-0.2	9	-4	12	6	0.3
CC(C)[C@H](NC(=O)c1ccc(Cl)c([N+](=O)[O-])c1)C(=O)O	0	0	2	-0.1	-2	0	-7	13	-3.9

(next part)
SMILES	CTSL1 counter	PP1 inh	core dimer inh	Efflux pump mplx	EBNA-1 inh	TPT1 inhibitor	PREPL inh	ZTA DNA inh	PP5 inh
CCN(CCO)C(=O)c1ccc2oc(Cc3ccc(Cl)cc3)nc2c1	-2	1	6	-0.1	-4	0	2	-5	0.2
CCN1C(=O)C(CC(=O)Nc2ccc(F)cc2)N(CCCN2CCN(c3ccc(F)cc3)CC2)C1=S (stereo not drawn)	-3	2	-14	0.2	-9	-2	42	-27	2.2
O=C(/C=C/c1ccco1)N1CCN(c2ncccn2)CC1	-1	1	-4	0.0	-9	-1	0	-10	0.8
Cc1cccc(C(=O)c2c[nH]cc2-c2ccccc2)c1	0	2	1	0.0	-2	2	-10	-1	1.0
CCOC(=O)c1c(NC(=O)COC(=O)Cn2cnc3ccccc32)sc2c1CCC(C)C2 (stereo not drawn)	0	4	4	-0.1	2	4	-1	9	2.2
O=c1c2ccccc2[nH]c(=S)n1Cc1cccnc1	4	0	-1	0.1	6	1	-6	-8	-2.5
CCOC(=O)c1ccc(S(=O)(=O)N2CCN(C(=O)c3cc(=O)c4ccccc4o3)CC2)cc1	0	-3	2	-0.1	-10	-1	-8	7	1.7
Cc1cc(F)ccc1S(=O)(=O)N1CCCOC1CNC(=O)C(=O)NCCC1=CCCCC1 (stereo not drawn)	-2	2	2	0.1	7	7	5	-6	4.3
COc1ccc(CN(C)CC(=O)NC(=O)Nc2ccccc2F)cc1	x	2	x	-0.1	x	x	-2	-25	4.2
O=C(O)CSc1nnnn1-c1ccccc1	-6	1	-5	-0.3	15	0	10	-9	2.7
COC(=O)c1ccc(-c2ccc(/C=N/N3C(=O)C4C5C=CC(C6CC56)C4C3=O)o2)cc1 (stereo not drawn)	14	3	38	0.0	-7	6	-7	-10	1.8
O=S(=O)(NCCCN1CCOCC1)c1ccc(F)c(Cl)c1	x	-2	x	0.0	x	x	19	-19	1.7
O=C(/C=C/Sc1ccccc1)c1ccccc1	1	6	8	-0.1	-4	-4	-2	9	1.4
COc1cccc(-n2c(SC)nnc2-c2cnccn2)c1	3	-3	-3	0.2	-5	1	11	-10	2.2
CS(=O)(=O)N1CCC(Oc2ccccc2C(=O)NC2CCOC2)CC1 (stereo not drawn)	6	-1	-1	0.0	10	0	11	1	0.4
CCc1ccc(OCC(=O)NC(=S)Nc2ccc(C(C)=O)cc2)c(Br)c1	0	10	8	0.1	-3	2	6	9	1.4
CN(C)c1cc[n+](CCC(=O)Nc2cccc([N+](=O)[O-])c2N)cc1	-2	-3	-3	-0.1	-19	1	22	0	1.6
O=C(Nc1ccccc1C(=O)NC(Cc1ccccc1)C(=O)NC1CCCCCC1)c1ccccc1 (stereo not drawn)	1	-3	25	0.4	-4	-3	-4	23	-0.2
CCOc1ccc(NC(=O)Cc2cccc3ccccc23)c([N+](=O)[O-])c1	6	0	7	-0.1	9	2	9	3	1.1
O=C(C1Cc2ccccc2CN1C(=O)c1ccco1)N1CCN(c2ccccc2)CC1 (stereo not drawn)	x	-6	x	0.3	x	x	13	5	-1.5
CCc1c(C)nc2c(-c3ccccc3)c[nH]n2c1=O	2	-4	1	-0.1	11	4	-7	0	-1.3
O=C(COc1ncnc2ccccc12)NC1CCS(=O)(=O)C1 (stereo not drawn)	3	-3	1	-0.1	17	1	3	-5	-2.5
